GAA850 FXN act: increases GAA850 frataxin promoter reporter activity. HEK293 lucGAA850 FXN promoter luciferase reporter, 24 h; percent of 10 µM SAHA response. activation, % at 6 µM. hit rate 0.56% among 360,000. AID 540364;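 active = activation above the average of all compounds screened plus 3 SD, cutoff fixed separately per campaign, cut at about 7.5% in these data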;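 note: 0% = DMSO wells and 100% = 10 µM SAHA wells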
proKLK7 act: activates the human kallikrein-7 zymogen. hit rate 0.9% among 370,000. AID 652039. purified proKLK7, EDANS-DABCYL substrate fluorescence; 100% is mature enzyme control, 0% vehicle. activation, % at 7 µM. P49862;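 active = activation above the mean of all tested compounds plus 3 SD, computed per campaign excluding outliers beyond control limits, cut at about 13% in these data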
HGIII-sPLA2 inh: Blocks human group III sPLA2 activity; inhibition, % at 12.2 µM; QFRET BODIPY PC-A2 liposome hydrolysis, fluorescence; hit rate 0.56% among 370,000; Q9NZ20;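 active = inhibition above mean plus 3 SD of compounds lying within the high and low control bounds, cut at about 19% in these data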;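 note: 0% = median of test compound wells and 100% = no enzyme DMSO wells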
NPR2 activator: GC-B (human) receptor activation; P20594; HEK293-GC-B cells, CNP EC30, cGMP TR-FRET; 0% at EC30 CNP, 100% saturating CNP; activation, % at 10 µM; hit rate 0.11% among 370,000; AID 1920062;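 active = activation at 10 µM reaching about 35% in either raw or pattern-adjusted values, limit read from the data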
ARFGAP1 inh: inhibits rat ARF GTPase activating protein 1; AID 651572; Q62848; Arfgap1-stimulated ARF1 GTP hydrolysis, GDP FP detection; inhibition, % at 16.5 µM; hit rate 0.26% among 360,000;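 active = inhibition above a per-plate limit, mean inhibition of low control wells plus 3 SD, cut at about 25% in these data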;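 note: 0% = DMSO wells with enzyme and 100% = wells lacking Arfgap1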
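System: truncated rat Arfgap1 GAP domain / Benchmarks: high control wells lacking Arfgap1, low control full reaction with DMSO / Times: compound-enzyme preincubation 20 min, reaction 120 min, detection 60 min, 25 °C / Repeats: one replicate per compound / Also added: human ARF1(Δ1-17)-GTP substrate / Measured by: Tracer-displacement fluorescence polarization with EDTA stop, 620/688 nm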
DDE Tn6 FP inh: disrupts Tn6 cyclic peptide binding to fibrin D-Dimer-E complex | Fibrin DD(E) TRITC-Tn6 fluorescence polarization displacement | inhibition, % at 8.3 µM | hit rate 0.21% among 370,000;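 active = inhibition above a per-campaign cutoff: mean of compounds within control limits plus 3 SD, cut at about 15% in these data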;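 note: 0% = median of all compound wells on the plate and 100% = blocking peptide control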
NPR1 activator: GC-A (human) enzyme activation; P16066; HEK293 GC-A cells, cGMP TR-FRET, EC30 ANP; 0% at EC30 ANP, 100% saturating ANP; activation, % at 10 µM; hit rate 0.14% among 370,000; AID 1671463; in the data active = activation above about 40%
Target sequence (P16066 whole entry, looked up): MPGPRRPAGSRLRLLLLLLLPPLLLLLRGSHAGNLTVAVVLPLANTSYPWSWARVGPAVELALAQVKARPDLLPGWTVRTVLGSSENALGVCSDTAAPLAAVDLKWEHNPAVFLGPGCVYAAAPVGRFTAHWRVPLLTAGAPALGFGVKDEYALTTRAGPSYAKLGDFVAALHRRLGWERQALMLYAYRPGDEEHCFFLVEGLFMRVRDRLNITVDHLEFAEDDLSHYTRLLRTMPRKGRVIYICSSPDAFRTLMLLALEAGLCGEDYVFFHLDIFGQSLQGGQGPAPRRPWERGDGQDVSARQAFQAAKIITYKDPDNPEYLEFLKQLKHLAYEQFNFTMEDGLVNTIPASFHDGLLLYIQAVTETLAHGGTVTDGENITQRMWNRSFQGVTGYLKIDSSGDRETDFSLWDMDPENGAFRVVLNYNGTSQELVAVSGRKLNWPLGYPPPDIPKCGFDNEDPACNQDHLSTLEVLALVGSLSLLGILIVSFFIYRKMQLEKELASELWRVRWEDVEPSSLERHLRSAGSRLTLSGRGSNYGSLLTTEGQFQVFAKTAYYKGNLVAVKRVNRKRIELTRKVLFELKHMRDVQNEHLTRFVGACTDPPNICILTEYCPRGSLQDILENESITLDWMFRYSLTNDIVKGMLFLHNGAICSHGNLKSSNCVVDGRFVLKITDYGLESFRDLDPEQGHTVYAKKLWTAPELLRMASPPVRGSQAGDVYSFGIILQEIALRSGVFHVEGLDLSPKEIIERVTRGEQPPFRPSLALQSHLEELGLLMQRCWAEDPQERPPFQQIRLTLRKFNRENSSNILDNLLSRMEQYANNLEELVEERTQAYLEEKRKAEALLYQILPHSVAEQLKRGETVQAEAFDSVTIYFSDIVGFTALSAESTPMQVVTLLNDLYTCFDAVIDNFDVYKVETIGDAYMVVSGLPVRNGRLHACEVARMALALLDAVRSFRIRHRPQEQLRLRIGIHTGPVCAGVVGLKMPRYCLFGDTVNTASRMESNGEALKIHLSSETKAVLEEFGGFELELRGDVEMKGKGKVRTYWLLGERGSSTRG
rCAG RNA binder: molecules binding r(CAG) RNA repeats. inhibition, % at 3 µM. r(CAG) RNA repeat, TO-PRO-1 dye displacement fluorescence. hit rate 1.3% among 370,000. AID 651821;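 active = inhibition above the plate cutoff, the mean of all test compounds on that plate plus 3 SD, cut at about 35% in these data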;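 note: 0% = DMSO alone and 100% = 100 µM mitoxantrone as full dye displacement; higher means more dye released from RNA so lower well fluorescence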
ASAP1 GAP inh: ASAP1 ArfGAP inhibition; Q9ULH1; ASAP1-stimulated ARF1 GTP hydrolysis, GDP FP detection; inhibition, % at 16.5 µM; hit rate 0.19% among 360,000; in the data active = inhibition above about 25%;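 note: 0% = vehicle with enzyme and substrate and 100% = no enzyme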
ADAM10 inh: inhibitors of human ADAM10; O14672; inhibition, % at 7 µM; recombinant ADAM10, EDANS/DABCYL FRET peptide cleavage, 3 h; hit rate 0.62% among 370,000;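 active = inhibition above a per-campaign cutoff equal to the mean of compounds falling between control-based bounds plus 3 SD, cut at about 20% in these data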;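 note: 0% = DMSO wells while the 100% control is not disclosed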
The depositor's hits bear a star; i = inactive; · = no result given.

SMILES	GAA850 FXN act	proKLK7 act	HGIII-sPLA2 inh	NPR2 activator	ARFGAP1 inh	DDE Tn6 FP inh	NPR1 activator	rCAG RNA binder	ASAP1 GAP inh	ADAM10 inh
CCCCC(=O)N1C/C=C\[C@H](c2ccc(OC)cc2)N(Cc2ccc(F)cc2)C(=O)[C@@H]1C	-1.9	-0.1	-3	0	5	9	-2	-5	3	3
CC(C)(C)C(=O)Nc1ccc(-c2cn3cccnc3n2)cc1	3.2	66*	0	2	20	2	3	0	-7	i
CCCCN(Cc1cc2ccccc2[nH]c1=O)S(=O)(=O)c1ccc(C)cc1	0.7	-0.1	-11	4	-13	-4	-5	1	-16	-22
Cc1cc(NC(=O)CCCN2C(=O)c3cccc4cccc(c34)C2=O)no1	-1.7	-0.6	1	-3	12	-3	-5	-1	6	-20
Cn1c(SCC(=O)NC(C)(C)C)nnc1-c1ccc(C(C)(C)C)cc1	-4.8	0.1	5	1	0	0	7	-10	13	-1
Cc1nc2sc(C(c3cccc(F)c3)N3CCCC(C)C3)c(O)n2n1 (configuration not stated)	-1.0	0.2	-4	1	6	0	-2	-4	7	-6
Cc1ccc2c(c1)C(=O)C(=O)N2Cc1ccc(F)cc1	0.5	-0.3	12	-1	-7	0	-4	5	-9	-12
Cc1cc(C)c(S(=O)(=O)N2CCCC2=O)c(C)c1	1.1	-0.4	-5	2	-5	-2	-1	0	5	2
CC(C)c1cc(O)c(-c2ccccc2)c(=O)n1-c1ccc(Cl)cc1	0.8	-0.5	11	7	4	-4	-7	-2	10	-13
CCOC(=O)C(C)/C(C)=N/NC(=O)CCC(=O)Nc1cc(C)ccc1C (configuration not stated)	-0.8	0.3	0	1	2	1	0	-1	-13	4
CCn1ncc(Br)c1C(=O)Nc1ccn(C23CC4CC(CC(C4)C2)C3)n1	2.8	0.3	-2	0	6	3	-1	-2	-3	5
COc1ccc(NC(=O)c2nc(C)c(C3(C)CC(c4ccccc4)=NO3)s2)cc1 (configuration not stated)	-0.5	0.2	-12	-5	14	0	0	1	11	8
C[C@@H]1CN([C@@H](C)CO)C(=O)CCCn2nncc2CO[C@@H]1CN(C)S(=O)(=O)c1cccc(F)c1	0.0	-0.4	3	1	-4	1	2	1	-4	-7
Cc1ccc(-c2nc3cc(C)c(Br)c(C)n3c2Cc2ccccc2)cc1	·	-1.1	-11	-2	6	1	2	4	5	-8
CC(C)C(=O)N1CCN(c2ccccc2NC(=O)c2ccc([N+](=O)[O-])o2)CC1	-0.6	0.0	-1	-1	-7	-4	-3	1	0	4
O=C(NNC(=O)c1ccc(S(=O)(=O)N2CCCCC2)cc1)c1ccccc1	-0.8	-0.8	-15	4	4	-3	4	0	-13	1
Nc1[nH]c(C(=O)c2ccc(Br)cc2)c(-c2c(F)cccc2F)c1C(=O)NCCc1c[nH]c2ccccc12	·	-1.0	-64	2	11	11	-5	12	16	5
COc1ccc(NS(=O)(=O)c2ccc(F)c(F)c2F)cc1S(=O)(=O)N1CCOCC1	-1.4	-0.2	-1	2	-6	4	1	4	2	-10
Cc1cc2nc(-c3ccccc3)cc(=O)n2[nH]1	2.6	-34	1	2	5	-5	4	5	-5	-350
CCCCCCNC(=O)C1CSCCS(=O)(=O)N1Cc1ccc(OC)cc1 (configuration not stated)	·	0.6	0	-3	·	-8	0	0	·	-9
Nn1cc(-c2ccccc2)nc1SCC(=O)N1CCN(S(=O)(=O)c2ccc3ccccc3c2)CC1	0.2	-1.3	-20	-4	2	6	-3	7	7	11
NC(=O)CN1C(=O)C2C3CCC(C3)C2C1=O (configuration not stated)	0.7	0.6	12	5	-2	-2	3	-1	2	-17
C[C@@]12CCC3[C@@](CCC4[C@@]3(C)CCC[C@@]4(C)C(=O)NC3CCCCC3)(CC1=O)C2 (some centres not stated)	-1.7	0.0	0	-6	2	-4	-3	-5	-11	-2
COc1ccc2nc(SCC(=O)Nc3cc(C)on3)c(C#N)cc2c1	1.1	-0.7	2	-2	15	4	-5	-2	3	-10
CCOc1cccc(OCCOc2ccccc2[N+](=O)[O-])c1	2.7	-0.6	-2	-5	0	3	0	-5	6	12

Grouped by structure, those above with a tert-butyl group
SMILES	GAA850 FXN act	proKLK7 act	HGIII-sPLA2 inh	NPR2 activator	ARFGAP1 inh	DDE Tn6 FP inh	NPR1 activator	rCAG RNA binder	ASAP1 GAP inh	ADAM10 inh
CC(C)(C)C(=O)Nc1ccc(-c2cn3cccnc3n2)cc1	3.2	66*	0	2	20	2	3	0	-7	i
Cn1c(SCC(=O)NC(C)(C)C)nnc1-c1ccc(C(C)(C)C)cc1	-4.8	0.1	5	1	0	0	7	-10	13	-1

Other results
SMILES	GAA850 FXN act	proKLK7 act	HGIII-sPLA2 inh	NPR2 activator	ARFGAP1 inh	DDE Tn6 FP inh	NPR1 activator	rCAG RNA binder	ASAP1 GAP inh	ADAM10 inh
O=C(CSc1nc(=O)n2ccccc2n1)OCc1ccccc1	-1.6	-0.5	15	-3	-8	4	-1	1	11	-15
CC(NC(=O)CSc1nnc(-c2cc3cc(Cl)ccc3o2)n1C)c1ccccc1 (configuration not stated)	-4.1	-0.1	-4	-6	-4	5	-11	-2	5	-6
COc1ccc([C@H]2C[C@@H](O)C[C@@H](CCn3cc(-c4ccccc4)nn3)O2)cc1	·	-0.7	7	-10	-6	4	-1	1	-8	-6
CC(C(=O)N1CCc2ccccc21)N1CCN(c2cccc(C(F)(F)F)c2)CC1 (configuration not stated)	4.8	0.1	1	-2	-9	-2	-7	-6	5	2
CCC(Sc1nc2c(cnn2-c2ccc(Cl)cc2)c(=O)[nH]1)C(=O)OC (configuration not stated)	0.1	-0.6	10	0	-3	-8	-5	1	-2	-6
CCCCn1c(SCC(=O)Nc2cc(C(F)(F)F)ccc2Cl)nnc1C(CC)N(C)C (configuration not stated)	-0.6	-0.5	5	-2	-2	2	-3	-11	-4	2
COCCn1c(=O)[nH]c2cc(C(=O)NC(C)C)ccc2c1=O	-0.3	-8.9	-1	0	9	3	5	-3	2	-65
CN(Cc1ccccc1)C(=O)[C@@H]1CCCN1C(=O)[C@@H]1CCCN1C(=O)c1ccc(Cl)cc1	·	0.3	2	6	1	0	0	-1	-10	-1
CC(CNc1ccc([N+](=O)[O-])cc1)NC(=O)c1ccccc1Br (configuration not stated)	-0.5	-0.2	-5	7	2	5	-2	1	-6	9
Cc1cc(NC(=O)C2CC(c3ccc(Cl)cc3)=NO2)no1 (configuration not stated)	1.2	0.9	11	-1	16	8	4	1	3	5
O=C(Nc1nnc(Cc2ccc(Cl)cc2)s1)c1cccnc1	2.8	0.2	-1	1	-8	1	-2	10	-4	9
COC(=O)C1=C(C)N(c2cccc(C)c2)C(=O)/C1=C\c1cccs1	2.7	0.1	-26	-1	15	0	2	10	9	12
Cn1cccc1C(=O)OCC(=O)N1c2ccccc2NC(=O)C1(C)C	-1.9	0.1	2	2	8	0	2	-4	15	4
O=C(Nc1cnn(Cc2ccc(F)cc2)c1)c1cc2nc(-c3ccco3)cc(C(F)(F)F)n2n1	-2.0	-0.2	10	2	18	-10	3	8	-10	-17
Cc1ccc(CNC(=O)OC(C)(C)C)c(/C=C/S(=O)(=O)NCCc2ccccc2)c1	·	-0.3	4	-3	·	-2	-2	2	·	-5
O=S(=O)(c1ccc2oc3ccc(S(=O)(=O)N4CCCCC4)cc3c2c1)N1CCCCC1	-1.0	-0.3	5	1	11	9	3	2	-4	-2
COc1ccccc1NS(=O)(=O)c1cccc(C(=O)N/N=C/c2ccc(NC(C)=O)cc2)c1	0.8	235*	-8	3	1	-4	-1	6	14	-75
O=C(Nc1ccc(F)c(F)c1)C1CCCN(S(=O)(=O)c2cccc3nonc23)C1 (configuration not stated)	-0.9	-0.2	-1	1	6	-6	-5	0	-2	3
CCc1nccn1CCC(=O)N1CCCC(Nc2ccc(C(C)C)cc2)C1 (configuration not stated)	1.0	0.1	1	1	2	11	1	-6	5	-3
CCCn1c2c(c(O)c(C(=O)NCc3ccccc3)c1=O)CCCC2	0.4	0.0	2	6	5	4	-1	2	13	6
CCN(CC)C(=O)C1CCN(Cc2cn(C)nc2-c2ccc(Oc3ccccc3)cc2)CC1	-3.4	-0.1	-12	-6	11	1	-8	-6	6	-1
Cc1cnc(C(=O)NC2CC(C)(C)Cc3c2cnn3-c2ccccc2)cn1 (configuration not stated)	1.7	0.5	2	-3	-2	-2	-3	-8	-1	0
CCC(=O)Nc1ccc(Cl)c(NC(=O)c2ccccc2OC)c1	1.4	0.1	-2	9	-3	3	-2	4	-4	-8
Cc1cc(=O)oc(C)c1C(=O)Nc1cccc(F)c1	0.3	0.6	16	3	1	8	7	-2	10	2
CC(=O)N(c1ccc(N(C(C)=O)S(=O)(=O)c2cccs2)cc1)S(=O)(=O)c1cccs1	-2.7	0.0	-2	-7	-18	1	-1	6	4	0

(next part)
SMILES	GAA850 FXN act	proKLK7 act	HGIII-sPLA2 inh	NPR2 activator	ARFGAP1 inh	DDE Tn6 FP inh	NPR1 activator	rCAG RNA binder	ASAP1 GAP inh	ADAM10 inh
O=c1c2ccccc2nnn1-c1ccccc1[N+](=O)[O-]	1.3	-0.3	-1	-1	6	0	2	3	4	-2
O=C1CCC(c2ccccc2)N1C(=O)c1cccnc1 (configuration not stated)	-0.7	0.6	9	6	-2	-1	2	0	2	15
Clc1ccc(-c2nc(Cc3ccccc3Cl)no2)cc1	2.4	0.1	8	1	0	-1	5	-4	-17	-3
CCN1CCN(C(=S)NC(=O)c2cccc(Br)c2)CC1	-0.7	-0.4	13	4	-2	-1	2	4	2	-11
Cc1cccc(C)c1NC(=O)COC(=O)c1cc(S(=O)(=O)Nc2ccc(Cl)cc2)ccc1O	3.0	0.4	-1	-5	-15	-1	0	11	3	-2
Cc1ccc(NC(=O)CSc2ccc(-c3cccnc3)nn2)c(C)c1	-0.1	-0.5	5	-2	4	-2	-1	0	4	-10
O=C(Cn1ccc([N+](=O)[O-])n1)N1CCCCC1	1.3	0.5	2	2	9	-1	2	-1	-17	3
Cc1nc2ncnn2c(N2CCCC(C(=O)Nc3ccccc3Br)C2)c1C (configuration not stated)	-1.0	-0.2	2	5	9	0	2	-6	6	5
COCCCNC(=O)C[C@@H]1C[C@@]2(C(=O)OC)CC(C)(C)CC=C2N(Cc2cccc3ccccc23)C1=O	·	0.5	-22	3	1	-5	2	3	-2	4
O=C(Cc1c[nH]c2ccccc12)N1CCN(S(=O)(=O)c2ccc(F)cc2)CC1	1.3	0.8	-65	2	-2	5	1	8	-4	7
O=C(CN1CCOCC1)Nc1ncc(Cc2cccc(Cl)c2)s1	2.9	-0.3	-4	1	-2	-1	6	-7	3	0
O=C(c1ccc(OC2CCN(C(=O)C3CC3)CC2)cc1)N(CCO)Cc1ccccc1	0.1	0.0	-1	-2	-8	-6	2	-8	-3	1
O=C(CCS(=O)(=O)c1cccc2nonc12)N1CCN(c2ccc(F)cc2)CC1	-0.3	0.0	-12	1	1	2	0	-3	9	4
O=C(COC(=O)c1ccccc1OCC(=O)Nc1ccc(Br)cc1)Nc1ccccc1	2.2	-0.5	9	-7	4	1	1	-2	0	-3
CC1(C(=O)Nc2cnc3ccccc3c2)CCN1Cc1ccc(OC(F)(F)F)cc1 (configuration not stated)	2.9	0.1	-4	1	-8	-4	-6	-2	-22	-14

Screens as filed in PubChem.
